Screens (PubChem)
OXTR ag – human OXTR agonists, primary screen, fluorescence, CHO-OTR cells, Fluo-8 calcium; Oxytocin receptor (Homo sapiens), P30559; Fluo-8 calcium fluorescence; normalized: DMSO 0%, oxytocin 100%; activation, % at 3 µM; 320,000 compounds, 0.32% hits; AID 2435, 2010;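 active = activation above the mean of all tested compounds plus 3 SD, cutoff set per screening run, cut at about 20% in these data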;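 note: peak over basal fluorescence ratio from a 100 s FLIPR kinetic read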
Target sequence (P30559 whole entry, looked up): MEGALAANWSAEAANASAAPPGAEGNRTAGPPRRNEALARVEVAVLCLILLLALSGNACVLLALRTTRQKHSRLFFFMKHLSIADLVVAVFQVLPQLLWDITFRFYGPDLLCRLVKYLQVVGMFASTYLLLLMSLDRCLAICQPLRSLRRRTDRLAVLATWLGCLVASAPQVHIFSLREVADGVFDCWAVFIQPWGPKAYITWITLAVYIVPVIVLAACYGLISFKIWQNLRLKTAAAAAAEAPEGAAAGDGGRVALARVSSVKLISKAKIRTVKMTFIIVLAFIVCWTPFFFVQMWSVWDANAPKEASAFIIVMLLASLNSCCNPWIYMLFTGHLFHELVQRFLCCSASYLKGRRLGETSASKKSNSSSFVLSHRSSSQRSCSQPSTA
V1aR counter – agonists of human V1a receptor, primary screen, counter-screen for OXTR agonist project, fluorescence, CHO-V1R cells; 320,000 compounds, 0.25% hits; Fluo-8 calcium fluorescence, agonist mode; 0% DMSO, 100% 3 nM vasopressin; AID 2797, 2010; Vasopressin V1a receptor (Homo sapiens), P37288; activation, % at 3 µM;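 active = activation above the mean activation of all tested compounds plus 3 SD, per screening run, cut at about 20% in these data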;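 note: signal is peak over basal fluorescence ratio across a 100 second FLIPR read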
GalR3 antag – GalR3 antagonists in HEK293 cells, primary screen, cell-based, fluorescence readout; HEK293 GalR3-CNG cAMP membrane potential fluorescence; galR3 body fused to GalR1 C-terminus; inhibition, % at 3 µM; 360,000 compounds, 0.44% hits; AID 651719, 2012;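 active = inhibition above the screen-wide average plus 3 SD, cut at about 13% in these data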;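 note: forskolin and galanin both at EC90 stimulate the cells; cAMP rise reported by CNG channel membrane potential dye signal; 0% = forskolin plus galanin with DMSO and 100% = forskolin alone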
Target sequence (O60755 1-299 limits assumed): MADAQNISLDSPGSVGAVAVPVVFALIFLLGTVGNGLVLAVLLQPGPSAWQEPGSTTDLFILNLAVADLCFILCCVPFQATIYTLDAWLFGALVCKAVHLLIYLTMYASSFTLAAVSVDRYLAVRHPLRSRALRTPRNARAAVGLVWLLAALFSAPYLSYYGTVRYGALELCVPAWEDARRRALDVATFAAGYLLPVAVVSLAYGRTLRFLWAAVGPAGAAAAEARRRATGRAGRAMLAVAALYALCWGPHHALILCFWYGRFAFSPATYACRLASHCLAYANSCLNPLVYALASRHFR
OXTR potentiator – human OXTR potentiators, primary screen, fluorescence, CHO-OTR cells, Fluo-8 calcium. Oxytocin receptor (Homo sapiens), P30559. Fluo-8 calcium fluorescence, potentiator mode; 0% = oxytocin EC15, 100% = EC100. activation, % at 3 µM. 320,000 compounds, 0.061% hits. AID 2445, 2010;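 active = activation above that plate's cutoff, the mean activation of tested compounds plus 3 SD, cut at about 6.6% in these data, passing the limit was not always enough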;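 note: 100% uses oxytocin at 75 nM as the full agonist control; some results filed as inactive read as strong as hits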
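Assay system: CHO cell line stably expressing human OTR | Also added: Oxytocin at about EC15, sub-maximal agonist stimulus | Times: Compound 6 min at room temperature before oxytocin, 100 s read | Measured by: Fluo-8 intracellular calcium fluorescence, ex 470-495, em 515-575 nm | Controls: EC15 oxytocin alone as 0%, 75 nM oxytocin as 100%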
MEKK2 mut-MEK5 – MEK5 binding signal on mutant MEKK2 PB1, primary screen, biochemical, multiplex bead flow cytometry, Alexa488-MEK5 | percent response, % at 10 µM | AID 1530, 2009 | 290,000 compounds, 0.35% hits | Alexa488-MEK5 binding to MEKK2 mutant; in the data active = percent response above about 24%, passing the limit was not always enough; note: inactives centre near 1; some results filed as inactive read as strong as hits
MEKK2 WT-MEK5 – modulators of MEK5 binding to wildtype MEKK2, primary screen, biochemical, multiplex bead flow cytometry, Alexa488-MEK5. Alexa488-MEK5 binding to MEKK2 WT; actives lie on both sides. binding response (% of control), % at 10 µM. 290,000 compounds, 1.1% hits. AID 1531, 2009; in the data active = binding response below about 67% or above about 130%
M18AAP inhibitor – PfM18AAP inhibitors, malaria aminopeptidase, primary screen, biochemical, QFRET, recombinant enzyme. M18 aspartyl aminopeptidase (Plasmodium falciparum 3D7). H-Glu-NHMec fluorogenic cleavage. 290,000 compounds, 1.2% hits. AID 1822, 2009. inhibition, % at 7.35 µM;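 active = inhibition above the campaign mean inhibition over all tested compounds plus 3 SD, cut at about 28% in these data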;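 note: 0% = plate median of test compound wells and 100% = 2 mM ZnCl2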
NALP1 yeast inh – NALP1 inflammasome inhibitors in reconstituted yeast, colorimetric, S. cerevisiae, triplicate retest; S. cerevisiae NALP1/ASC/caspase-1 growth, X-gal OD620, 72 h; inhibition, % at 10 µM; 280,000 compounds, 0.61% hits; AID 2071, 2009; in the data active = inhibition mostly above about 24%, no sharp cut-off; inactive = mostly below about 32%; note: some compounds called inactive have numbers as strong as hits
GPR7 antagonist – GPR7 receptor antagonists, primary screen, cell-based, fluorescence, single concentration | Neuropeptides B/W receptor type 1 (Homo sapiens), P48145 | inhibition, % at 4.4 µM | 290,000 compounds, 1.1% hits | AID 1861, 2009 | GPR7-expressing cells, fluorescence antagonist assay; in the data active = inhibition above about 16%, passing the limit was not always enough;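 note: cells stimulated with the agonist NPW; 0% = agonist with vehicle and 100% = vehicle without agonist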
Target sequence (P48145 whole entry, looked up): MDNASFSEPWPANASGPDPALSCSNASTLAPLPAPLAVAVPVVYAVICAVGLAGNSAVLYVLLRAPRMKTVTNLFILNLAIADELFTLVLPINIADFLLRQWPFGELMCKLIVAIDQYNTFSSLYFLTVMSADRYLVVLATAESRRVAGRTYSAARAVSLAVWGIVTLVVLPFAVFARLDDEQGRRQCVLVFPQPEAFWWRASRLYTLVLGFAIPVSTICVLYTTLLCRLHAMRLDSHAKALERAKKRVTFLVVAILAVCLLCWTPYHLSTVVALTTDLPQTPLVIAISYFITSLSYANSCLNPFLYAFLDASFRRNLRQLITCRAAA
The depositor's hits bear a star; . = not tested or not shown.

SMILES | OXTR ag | V1aR counter | GalR3 antag | OXTR potentiator | MEKK2 mut-MEK5 | MEKK2 WT-MEK5 | M18AAP inhibitor | NALP1 yeast inh | GPR7 antagonist
NC(=O)C1CC(=O)N(c2ccc(OCC(=O)Nc3ccccc3F)cc2)C1 (configuration not stated) | 1.2 | 5.1 | -3 | 3 | . | . | . | . | .
O=C(C[n+]1ccc(/C=N/O)cc1)NC1CCCCC1 | 0.2 | 1.3 | -4 | -10 | -6 | 100 | 2 | 24 | -13
COc1ccc(NC(=O)CSc2c3c(nc4ccccc24)CCCC3)c(OC)c1 | -1.6 | -1.2 | -1 | -3 | 0 | 96 | -11 | 27 | 4
COc1ccccc1NS(=O)(=O)c1cccc(C(=O)NNC(=O)c2ccc(Cl)nc2)c1 | 1.2 | 1.4 | -4 | -5 | . | . | . | . | .
O=C(c1nc2nc(-c3ccc(Cl)cc3)cc(C(F)(F)F)n2n1)N1CCOCC1 | -2.1 | -1.4 | -3 | 4 | -4 | 99 | -6 | 15 | -6
CC1=Nn2c(nnc2C2CCCCC2)SC1 | 1.5 | 1.2 | 0 | 4 | -2 | 99 | 6 | -38 | -3
Cc1ccc(S(=O)(=O)NC2CCSC2=O)cc1C (configuration not stated) | -0.2 | 1.2 | -9 | -2 | . | . | . | . | .
CCCC(=O)Nc1nc2ccc(NC(=O)c3ccccc3F)cc2s1 | -1.8 | 1.5 | -5 | 2 | -8 | 82 | -14 | 2 | 0
COc1cccc(NC(=O)c2ccc3c(SCC(=O)O)c4c(nc3c2)CCCC4)c1 | -0.3 | -0.3 | -6 | -5 | -8 | 93 | -7 | 30 | -9
COc1ccc(NC(=O)c2cc3c(s2)CCC(C)C3)cc1S(=O)(=O)N1CCOCC1 (configuration not stated) | 3.7 | 4.8 | -3 | -7 | -2 | 98 | 4 | 28 | -2
Cc1ccccc1N1C(=O)c2cccc3cccc(c23)C1=O | -1.6 | -0.7 | -8 | 12 | 26* | 107 | -1 | -14 | -16
COc1ccc2[nH]c(=O)c(CN(C(=O)C3CCCO3)c3ccc(C)cc3)cc2c1 (configuration not stated) | 0.3 | 0.9 | 3 | -15 | 20 | 102 | -4 | 5 | 10
Cc1c(C)c2ccc(OCC(=O)N3CCN(C(=O)C4COc5ccccc5O4)CC3)cc2oc1=O (configuration not stated) | 2.1 | 6.3 | -10 | -9 | -2 | 99 | 0 | 14 | 0
CC(=O)c1ccc([N+](=O)[O-])c(CS(=O)(=O)c2ccc(Cl)cc2)c1 | 0.2 | 7.2 | -10 | -14 | 4 | 104 | -9 | 10 | 15
Cc1cccc(NC(=O)CSc2nccn2Cc2ccco2)c1C | -0.4 | -0.4 | -2 | -1 | 4 | 105 | -1 | 4 | 0
CCCCn1c(SCC(=O)NCCOC)nc2ccc(N3CCOCC3)cc2c1=O | -0.8 | -0.4 | -3 | -6 | 6 | 102 | 5 | 4 | -13
COc1cc(-c2nc3ccccn3c2/N=C/c2cccc(F)c2)ccc1O | -0.1 | 0.1 | -2 | -2 | -10 | 85 | 6 | 2 | -2
CN(C)c1nc(NCc2ccccc2)nc(SCC(=O)Nc2ccccc2Cl)n1 | -0.8 | 0.8 | -9 | -11 | -3 | 97 | 0 | 14 | -5
Cn1c(=O)[nH]c(=O)c2c1nc(NCCCn1ccnc1)n2Cc1ccccc1 | 0.6 | 0.5 | -3 | -6 | 8 | 108 | 4 | . | -2
COc1ccc(C(C(=O)NC(C)(C)C)N(C(=O)CNC(=O)c2cccs2)c2ccc(C(C)C)cc2)cc1OC (configuration not stated) | -0.5 | 0.5 | 2 | -4 | 3 | 96 | 5 | -4 | -10

One compound at a time, from the list above.
CCCC(=O)Nc1nc2ccc(NC(=O)c3ccccc3F)cc2s1 reads OXTR ag: -1.8; V1aR counter: 1.5; GalR3 antag: -5; OXTR potentiator: 2; MEKK2 mut-MEK5: -8; MEKK2 WT-MEK5: 82; M18AAP inhibitor: -14; NALP1 yeast inh: 2; GPR7 antagonist: 0
COc1cc(-c2nc3ccccn3c2/N=C/c2cccc(F)c2)ccc1O reads OXTR ag: -0.1; V1aR counter: 0.1; GalR3 antag: -2; OXTR potentiator: -2; MEKK2 mut-MEK5: -10; MEKK2 WT-MEK5: 85; M18AAP inhibitor: 6; NALP1 yeast inh: 2; GPR7 antagonist: -2

The list goes on.
SMILES | OXTR ag | V1aR counter | GalR3 antag | OXTR potentiator | MEKK2 mut-MEK5 | MEKK2 WT-MEK5 | M18AAP inhibitor | NALP1 yeast inh | GPR7 antagonist
CS(=O)(=O)c1ccccc1C(=O)N(CCc1ccccc1)Cc1ccccc1 | -0.4 | 0.9 | -1 | -9 | 9 | 104 | -4 | 12 | -3
Cc1ccc(C(=O)Oc2ccc(C(=O)COC(=O)C3CC(=O)N(Cc4ccco4)C3)cc2)cc1 (configuration not stated) | 5.8 | 5.9 | . | -22 | 6 | 104 | 4 | -2 | 4
CCOc1ccc(C2NC(=O)c3ccccc3O2)cc1 (configuration not stated) | -0.3 | 0.7 | -4 | -12 | -15 | 91 | 5 | 5 | 1
N#C[C@@H]1[C@@H]2C(=O)N(c3ccc4c(c3)OCCO4)C(=O)[C@@H]2C2c3ccccc3C=CN21 (some centres not stated) | 0.7 | 2.0 | . | -14 | 5 | 97 | 1 | 10 | -14
Cn1c(SCC(=O)NC(=O)CN2CCCC2=O)nnc1-c1ccc(F)cc1 | 0.7 | 0.9 | -1 | 0 | -2 | 98 | 1 | -8 | -11
COc1ccccc1C(CNC(=O)C1CC(=O)N(Cc2ccccc2)C1)N1CCCC1 (configuration not stated) | 0.0 | 0.1 | -8 | -4 | . | . | . | . | .
CCOc1ccc(CCNC(=O)c2nccnc2C(=O)O)cc1OCC | 0.8 | 1.1 | -7 | 3 | 3 | 107 | 3 | 14 | 5
COc1ccccc1NC(=S)N(CCN1CCOCC1)Cc1ccccc1F | -0.8 | -0.5 | -3 | -5 | -2 | 96 | 3 | -2 | -7
COc1ccc(C(C)(C)C)cc1NC(=O)COc1ccc(-c2nnco2)cc1 | 0.2 | 1.2 | -3 | -6 | . | . | . | . | .
Clc1cccc2sc(N3CCCC3)nc12 | -1.1 | 0.5 | 0 | -8 | -4 | 95 | 4 | 6 | -3
Cc1[nH]c2ccccc2c1/C=N/NC(=O)CNC(=O)c1ccc2c(c1)OCO2 | -0.6 | -0.6 | -6 | -4 | -1 | 100 | -8 | 27 | 5
O=S(=O)(Nc1ccc(Cl)cn1)c1cnc(Cl)c(Br)c1 | 6.3 | 3.5 | -2 | 1 | -2 | 108 | 0 | . | -7
Cc1cc(Oc2ncccc2[N+](=O)[O-])c2cc(Cl)ccc2n1 | -1.7 | -1.0 | -2 | -5 | 4 | 100 | -1 | -1 | -4
Cc1ccc(Sc2cnccc2C#N)cc1 | -2.0 | -1.7 | -4 | -5 | -1 | 99 | -4 | -1 | -10
OC(COCC1COc2ccccc2O1)CN1CCN(c2ccc(F)cc2)CC1 (configuration not stated) | 4.6 | 2.4 | -8 | -6 | 32 | 134 | -3 | 18 | -4
COC(=O)[C@]1(Cc2ccccc2)N[C@H](CN(C)C(=O)c2ccc(C)cc2)[C@@H]2C(=O)N(C)C(=O)[C@@H]21 | -0.8 | -0.1 | -1 | -1 | . | . | . | . | .
CCOc1ccc(-c2cc(C(=O)OC)nc3c2c(=O)n(C)c(=O)n3C)cc1 | 0.4 | 0.2 | 1 | -4 | 20 | 108 | -2 | . | -17
CCOCCCNC(=O)C(NC(=O)CNC(C)=O)c1ccc(Cl)cc1 (configuration not stated) | -0.4 | 0.7 | -5 | -1 | 12 | 112 | 2 | -8 | 11
CCCn1c(=O)c2ccccc2n2c(SCCOc3ccc(Cl)cc3)nnc12 | -0.9 | -0.1 | -4 | -2 | 7 | 110 | 3 | 13 | 7
COc1cc(CC(=O)OCn2nnc3ccccc3c2=O)cc(OC)c1OC | 2.4 | 1.3 | 0 | -1 | 0 | 96 | 0 | -6 | 3
CCCCn1nnnc1SCC(=O)N1CCCC1 | 0.8 | 0.0 | 0 | -7 | -1 | 96 | -4 | 9 | 11
CC1CCN(C(=O)COC(=O)c2cccc(NS(=O)(=O)c3ccccc3)c2)CC1 | 1.6 | 2.5 | -2 | -3 | . | . | . | . | .
Cc1cc(C)nc(NC2=NCC(=O)N2c2ccc3c(c2)OCCO3)n1 | 0.3 | -0.7 | -11 | -4 | 4 | 103 | -2 | 30 | 11
Cc1ccc(NC(=O)Cn2c(=O)cnc3ccccc32)cc1S(=O)(=O)N1CCCCC1 | 5.0 | 7.7 | 0 | -10 | . | . | . | . | .
CCOC(=O)c1ccc(NC(=O)c2nc[nH]c2C(=O)N[C@@H](CC(C)C)C(=O)OC(C)(C)C)cc1 | -0.7 | 0.0 | -1 | -2 | -18 | 76 | . | . | .
C/C=C\C=C/C(=O)Nc1cccc(C2=NOC3(C2)C[C@@H](C(N)=O)N(C(=O)c2ccc(Cl)cc2)C3)c1 (some centres not stated) | 0.4 | -0.2 | 0 | -3 | 5 | 98 | . | 11 | .
COc1cc(CCC(=O)OCC(=O)NCCc2ccc(S(N)(=O)=O)cc2)cc(OC)c1OC | 0.9 | 1.0 | -3 | 5 | . | . | . | . | .
COCCn1c(COc2cccc(OC)c2)nnc1SCC(=O)NC1CCCC1 | -0.6 | 1.3 | -3 | -1 | 9 | 104 | -1 | 6 | 8
Cc1ccc(NC(=O)c2cc(-c3ccc(F)cc3)on2)cc1C | 0.2 | 1.0 | -4 | 3 | 3 | 104 | 0 | 4 | -13
Cc1ccc(CNC(=O)c2ccc(N3CCC4(CC3)CC(c3ccccc3)=NO4)c([N+](=O)[O-])c2)cc1 | 0.8 | 0.7 | -5 | -2 | -5 | 94 | 0 | 20 | -3
CCOc1ccc2nc(NC(=O)c3cnc(C)cn3)sc2c1 | 0.7 | 0.2 | -4 | -12 | -13 | 87 | -2 | -3 | 8
CCOC(=O)c1ccc(NC(=O)N(CC)CC)cc1 | -0.7 | 0.0 | -1 | 3 | -7 | 89 | -3 | -10 | -8
O=C(Nc1ccccc1)Nc1cc([N+](=O)[O-])ccc1F | 6.9 | 6.7 | 21* | -12 | 3 | 108 | 1 | 34 | 5
CC(C)NC(=O)c1ccc(CNC(=O)OCC(F)(F)F)cc1 | 0.0 | 0.5 | -4 | 5 | 8 | 108 | -6 | 14 | -6
c1cncc(CSc2nnc3ccc(-c4ccncc4)nn23)c1 | 0.1 | 0.2 | -4 | -5 | 11 | 119 | -1 | -12 | -8
Cn1c(Cc2cccc3ccccc23)nnc1SCC(=O)N1CCN(c2cccc(Cl)c2)CC1 | 8.4 | 11 | -6 | -20 | 3 | 108 | -3 | -2 | 4
COCCNC(=O)NC(=O)COC(=O)c1cc([N+](=O)[O-])ccc1Sc1nc(C)cs1 | 0.1 | 0.5 | -5 | -1 | 6 | 104 | 3 | -8 | 10
